Bioassay records as filed in PubChem.
WRN inhibitor = inhibitors of human WRN helicase | 360,000 compounds, 0.46% hits | AID 651768 | WRN helicase unwinding, fluorescent forked duplex, kinetic | Potency, µM (highest dose often 114 µM), for the others: top-dose activity change, negative = inhibition, usual class: inhibitors; further: potency means the concentration at half of the fitted maximal effect; on the % scale 0 is the no-effect control and ±100 the full control effect; nearly all actives have a fitted effect of over 55% in size
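Enzyme (20 nM final) and test compound sit together 15 min at room temperature before substrate addition. Substrate is a single-forked duplex oligonucleotide (100 nM) labelled with fluorophore and quencher, with 2 mM ATP; helicase unwinding raises red fluorescence, read kinetically.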
FUS suppressor = FUS proteinopathy suppression in yeast | S. cerevisiae FUS-expressing, growth rescue, OD600, 24 h | Potency, µM (doses to about 76.6 µM), without a hit: at the highest dose growth rescue (activation), actives largely listed as activators | 390,000 compounds, 0.24% hits | AID 1347120;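 further: potency means the concentration at half of the fitted maximal effect; plate controls were DMSO vehicle for no effect and reference control for full effect; nearly all actives have a fitted effect of over 55% in size; some results filed as inactive show a strong effect at the top dose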
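Yeast expressing FUS under galactose induction, OD 0.005 in 2% galactose medium; compounds in a dilution series, 24 h at 30C. Growth rescue by absorbance at 600 nm; CP55940 positive control, DMSO negative.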
EPAC1 antag = EPAC1 (human) antagonism; Potency, µM (top dose mostly 115 µM), for the others: at the top dose activity change, negative = inhibition, most hits filed as inhibitors; EPAC1 GEF assay, Rap1b-BODIPY-GDP exchange fluorescence; 360,000 compounds, 0.14% hits; O95398;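 further: potency means the concentration at half of the fitted maximal effect; plate controls were vehicle for no effect and positive control for full effect; nearly all actives have a fitted effect of over 50% in size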
Target sequence (O95398 whole entry, looked up): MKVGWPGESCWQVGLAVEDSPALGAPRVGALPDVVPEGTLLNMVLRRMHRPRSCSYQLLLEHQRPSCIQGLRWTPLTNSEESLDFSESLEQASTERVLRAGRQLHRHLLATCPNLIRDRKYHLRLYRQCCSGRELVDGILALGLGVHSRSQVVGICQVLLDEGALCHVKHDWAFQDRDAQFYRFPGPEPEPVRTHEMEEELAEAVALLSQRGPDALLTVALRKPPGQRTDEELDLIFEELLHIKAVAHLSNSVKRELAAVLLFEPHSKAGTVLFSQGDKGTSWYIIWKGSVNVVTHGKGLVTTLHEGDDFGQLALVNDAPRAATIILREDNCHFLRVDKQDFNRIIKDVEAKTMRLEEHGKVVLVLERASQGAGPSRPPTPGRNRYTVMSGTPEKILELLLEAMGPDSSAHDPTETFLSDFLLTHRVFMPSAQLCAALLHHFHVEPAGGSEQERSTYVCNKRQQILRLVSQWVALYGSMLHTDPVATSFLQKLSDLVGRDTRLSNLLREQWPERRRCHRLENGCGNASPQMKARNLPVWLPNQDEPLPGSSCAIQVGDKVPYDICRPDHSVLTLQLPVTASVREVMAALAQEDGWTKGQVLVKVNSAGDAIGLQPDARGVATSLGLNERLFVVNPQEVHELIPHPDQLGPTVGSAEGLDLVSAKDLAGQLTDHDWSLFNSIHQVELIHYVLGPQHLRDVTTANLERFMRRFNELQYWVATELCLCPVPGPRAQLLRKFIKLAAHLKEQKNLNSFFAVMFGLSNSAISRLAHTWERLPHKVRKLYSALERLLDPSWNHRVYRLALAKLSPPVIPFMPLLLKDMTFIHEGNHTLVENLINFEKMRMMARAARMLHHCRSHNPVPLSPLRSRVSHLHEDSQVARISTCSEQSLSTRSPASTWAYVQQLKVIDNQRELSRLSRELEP
PLK1 PBD block = PLK1 (human) polo-box domain binding inhibition; P53350; Plk1 PBD binding of FITC phosphopeptide, fluorescence polarization; Potency, µM, without a hit: max response, negative = inhibition, most hits filed as inhibitors; 360,000 compounds, 2.8% hits; further: potency means the concentration at half of the fitted maximal effect; series mostly up to about 57 µM; on the % scale 0 is the no-effect control and ±100 the full control effect; nearly all actives have a fitted effect of over 65% in size
PI5P4Ka inh = PI5P4K alpha (human) kinase inhibition; AID 652105; PI5P4Kalpha enzyme, ADP-Glo luminescence, 60 min; hits give low values; max response, %; 330,000 compounds, 1.2% hits; P48426; active means max response of -50% or lower; inconclusive means between -30% and -50%; inactive means -30% or higher; further: value at the top dose of about 77 µM; on the % scale 0 is the no-effect control and ±100 the full control effect
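PI5P4Kalpha ADP-Glo assay; 5 microM ATP final; 60 min RT reaction; HEPES pH 7.4/EGTA/CHAPS, 5% DMSO; controls lacking substrate or enzyme; luminescent end-point.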
IL2 activator = activates IL-2 in a cell-based reporter assay | 360,000 compounds, 0.065% hits | IL-2 activation reporter assay, cell-based qHTS; stimulated with anti-CD3/CD4/CD28 beads; in transgenic mouse T cells | activation, % (series mostly up to about 46 µM); in the data active means activation above about 50%; inconclusive means mostly about 30% to 49%; further: 0% is about no effect
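Readout is EGFP and DsRed signal by fluorescent plate cytometry after 18 h at 37 degrees C. Transgenic mouse T cells (750/well) received compound for 60 min before bead stimulation (anti-CD3, anti-CD4, anti-CD28); memory T cells served as non-tolerant control.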
Abeta rescue = restores growth of yeast expressing A-beta42 peptide | Potency, µM (doses to about 46.1 µM), without a hit: top-dose growth rescue, actives largely listed as activators | yeast expressing A-beta42, growth rescue, OD600, 48 h; response scale: 0% DMSO, 100% iron-clioquinol control | AID 1347071 | 410,000 compounds, 0.063% hits; further: potency means the concentration at half of the fitted maximal effect; nearly all actives have a fitted effect of over 55% in size
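Yeast A-beta toxicity model in growth medium with pinned compounds, 48 h at 30 C; growth read as absorbance at 600 nm. Normalized to FeCl3/clioquinol equimolar mix (positive) and DMSO (negative).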
EPAC1 ag = EPAC1 (human) agonism; 360,000 compounds, 0.073% hits; EPAC1 agonist qHTS, biochemical assay; response scale: 100% = response to 6.5 mM cAMP; Potency, µM (doses to about 154 µM), for inactives: at the highest dose activation, hits mostly activators; further: potency means the concentration at half of the fitted maximal effect; nearly all actives have a fitted effect of over 60% in size
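Read-out is the fluorescence drop as BODIPY-GDP leaves Rap1B (480 nm excitation, 540 nm emission), recorded every 5 minutes over 30 minutes. Reactions held 100 nM EPAC1, 250 nM Rap1B–BODIPY-GDP and 50 uM GDP, with 6.5 mM cAMP setting full activation.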
* = called active by the depositor; ? = inconclusive; · = not tested or not shown; & = joins results of further samples; [ ] = remark or other dose. Unless noted, the call rests on the fitted dose curve; in most records, active means well fitted curve in the direction sought with a large enough effect; inconclusive means small, poorly fitted or top-dose-only effect, or another doubt; inactive means no such curve, though single readings can be large; an effect the other way counts as inactive or inconclusive. Rows were taken by chance; about 4.1% have a hit in one of these screens.

SMILES	WRN inhibitor	FUS suppressor	EPAC1 antag	PLK1 PBD block	PI5P4Ka inh	IL2 activator	Abeta rescue	EPAC1 ag
C=C(CN(C)C)C(=O)c1cc(C)ccc1C	22.4µM*	·	-8.6%	2.67µM*	-0.7	-3.5	-59.6%[inhibitor]	0.2%
COc1cccc(NC(=O)C(c2ccccc2)N2CCN(CC(=O)N3CCOCC3)CC2)c1 (stereo not given)	2.9%	3.4%	-5.1%	-14.5%	-1.4	0.3	1.1%	26.7%
COc1cc(NC(=O)Cn2ncc3c2-c2ccccc2OC3)cc(OC)c1OC	-1.6%	11.2%	-8.6%	3.1%	-1.7	-1.4	0.3%	-4.0%
O=C(CSc1nnc2ccc(-c3ccccn3)nn12)N1CCCC1	-2.4%	-15.0%	9.6%	-22.3%	-0.3	0.5	17.3%	-3.9%
O=C(CC1CC2CCC1C2)N1CCN(S(=O)(=O)c2ccc(F)cc2)CC1 (stereo not given)	8.0%	23.3%	6.4%	1.4%	0.4	-1.3	-6.1%	4.2%
C=CCn1c(=O)c2ccc(C(=O)NCc3ccccc3)cc2n(Cc2ccccc2Cl)c1=O	-5.6%	-9.1%	-17.8%	-5.3%	-7.9	-0.3	15.6%	8.8%
C=CCn1c(O)c(CN2CCOCC2)c(C)c(C#N)c1=O	-19.0%	27.1%	25.2%	-10.7%	1.4	0.7	-10.1%	-1.9%
CC(Cn1cncn1)C(=O)N1CCN(S(=O)(=O)c2ccccc2)CC1 (stereo not given)	-6.9%	-5.4%	5.2%	0.8%	2.9	1.2	-5.7%	2.0%
CCOC(=O)/C(=N/Nc1ccc(Cl)cc1)S(=O)(=O)c1ccccc1	52.0%[activator]	-1.9%	-9.3%	-3.2%	·	-1.6	16.8%	25.4%
COc1ccc(C(=O)Nc2nccs2)cc1OC	0.7%	29.4%	1.7%	-10.3%	-1.7	-2.0	10.4%	-1.8%
COc1cc2c(cc1OC)CN(C(=O)Nc1ccccc1)CC2	13.2%	-4.0%&5.0%	28.0%	-3.9%	0.0	-2.5	-8.9%&-19.7%	0.7%
O=C(O)C(Cc1ccc(O)cc1)N1C(=O)c2c(Cl)c(Cl)c(Cl)c(Cl)c2C1=O (stereo not given)	-8.2%	-0.3%	6.6%	-21.6%	-1.2	-0.3	7.9%	2.5%
CC1=C(C(=O)Nc2ccccc2)C(c2coc3ccccc3c2=O)C2=C(CCCC2=O)N1 (stereo not given)	-2.7%	29.1%	1.7%	-18.5%	0.7	2.1	6.1%	4.0%
Cc1ccccc1OCC(O)CN (stereo not given)	12.7%	-5.0%	0.0%	-6.6%	11.4	0.1	8.5%	0.0%
CCOc1cc(N2CCOCC2)c(OCC)cc1NC(=O)COC(=O)c1cc(C)oc1C	-0.9%	9.1%	-7.9%	-6.9%	0.1	0.3	-4.8%	7.4%
NC(=O)CC(NC(=O)Cc1cccc2ccccc12)c1ccc(N2CCCCCC2)c([N+](=O)[O-])c1 (stereo not given)	-2.4%	31.6%	-9.4%	-10.6%	-1.3	-2.7	-12.9%	5.5%
Cc1cc(O)cc(O)c1C(=O)Cc1ccccc1	-16.6%[57.1 µM]	3.6%	-7.9%	-1.6%	4.8	-0.9	14.1%	-0.2%
O=C(NCCc1ccccc1)C(=O)NCc1ccncc1	3.4%	-22.5%	-12.1%	-3.8%	0.1	0.1	-13.6%	7.8%
Cc1ccc2[nH]c3c(NCc4ccccc4)ncnc3c2c1	-22.7%	?	-22.1%	-18.3%	-19.1	-1.4	-26.4%	6.2%
COc1ccc([C@@H]2[C@@H]3C(=O)N(C(C)(C)C)C(=O)[C@@H]3[C@]3(C)C(=O)N(c4cccc(C)c4)C(=O)N23)cc1	1.7%	19.5%	-8.8%	-12.6%	3.1	-0.1	4.1%	0.6%
CCSc1nc2sccc2c(=O)n1-c1ccccc1	-2.1%	34.8%	0.5%	-11.0%	-19.2	-0.3	-28.0%	10.2%
Cc1ccc(S(=O)(=O)N/N=C/c2ccccc2O)cc1[N+](=O)[O-]	-12.6%	3.8%	-12.8%	?	4.1	0.5	-7.8%	9.3%
COc1ccc(C)cc1Nc1n[n+](-c2ccccc2)c(-c2ccc(NC(C)=O)cc2)s1	-5.3%	?	1.5%	-21.6%	-16.4	-1.0	3.4%	-13.0%
CC(C)(C)/C(O)=C/c1nc2ccccc2oc1=O	3.3%[11.6 µM]	-9.3%	1.6%	?	1.6	-1.6	-17.5%	3.3%
Cc1ccccc1NC(=O)CSc1[nH]c(=O)cc(C)c1C#N	-27.5%[57.1 µM]	-8.2%	4.2%	21.2µM*	-56.0*	-2.8	2.5%	-14.2%

Sorted by the number under FUS suppressor (largest number first): 3 of the compounds above
| Structure | FUS suppressor |
| --- | --- |
| COc1ccc(C(=O)Nc2nccs2)cc1OC | 29.4% |
| CC(C)(C)/C(O)=C/c1nc2ccccc2oc1=O | -9.3% |
| O=C(CSc1nnc2ccc(-c3ccccn3)nn12)N1CCCC1 | -15.0% |

Further records:
SMILES	WRN inhibitor	FUS suppressor	EPAC1 antag	PLK1 PBD block	PI5P4Ka inh	IL2 activator	Abeta rescue	EPAC1 ag
COc1ccccc1C(=O)NNC(=S)NC(=O)c1ccco1	?	-12.1%	-4.1%	-16.5%	-7.7	2.6	-80.0%[inhibitor]	12.9%
OC(c1ccc(Cl)cc1)c1ncc(-c2cccc(C(F)(F)F)c2)[nH]1 (stereo not given)	-13.8%[57.1 µM]	5.9%	?	11.6%	11.2	-0.7	-7.8%	-21.2%
COc1ccc(CNc2nc3ccccc3n2C(C)C)c(O)c1	-4.3%	20.2%	-7.6%	5.4%	-1.2	-1.0	2.7%	3.4%
COc1ccc(NC(=O)Nc2nnc(Cc3ccccc3)s2)cc1	0.6%	-34.3%	26.7%	-0.1%	3.3	-4.6	-7.8%	-0.4%
COCOCCn1cc(CN2CCS(=O)(=O)N(Cc3ccc(-c4ccc(F)cc4)cc3)C(CC(C)C)C2=O)nn1 (stereo not given)	1.9%	?	-17.2%	-12.2%	13.0	-2.8	1.9%	-19.1%
N/C(=N\OC(=O)CCCc1ccccc1)c1cccc([N+](=O)[O-])c1	0.7%	·	-8.6%	-11.9%	17.9	-0.6	6.8%	13.2%
O=C1CC(c2cccs2)c2cc3c(cc2N1)OCO3 (stereo not given)	9.3%	23.3%	10.1%	-1.7%	·	-3.1	23.5%	0.3%
O=C1CSc2ccc(S(=O)(=O)NCc3ccccc3)cc2N1	4.0%	6.8%	-29.9%	-23.5%	-3.2	1.0	-0.2%	-2.2%
COc1ccc(C(=O)NCCSCc2ccccc2Cl)cc1OC	-4.9%	16.4%	6.3%	-10.1%	3.5	0.5	-3.0%	-1.2%
CC(C)C[C@H]1CN(CCCC[C@H]2CNC(=O)C(=O)N2CC2CCCCC2)C(=O)C(=O)N1CCc1ccc(O)cc1	-1.3%	27.1%	3.7%	2.0%	3.3	-0.7	-3.1%	-5.3%
CCOC(=O)CCCCCC(=O)Nc1ccc2c(c1)C(=O)N([C@@H](C)CO)C[C@@H](C)[C@H](CN(C)C(=O)Nc1ccccc1)OCCCC[C@H](C)O2	4.4%	?	-9.1%	-14.1%	1.2	-0.7	10.5%	1.6%
Cc1ccc(C2NC(=O)NC(O)(C(F)(F)F)C2C(=O)c2cccs2)o1 (stereo not given)	3.6%	11.0%	6.2%	-4.2%	·	-0.7	10.5%	2.9%
CNC(=O)c1ccc(-c2ccc(F)cc2)s1	-3.2%	-68.7%[inhibitor]	-4.8%	-17.1%	1.6	1.0	-25.0%	0.1%
CCOc1ccc(S(=O)(=O)n2nc(C)c(S(=O)(=O)N3CCOCC3)c2C)cc1	0.3%[57.1 µM]	16.9%	-18.5%	5.0%	-0.3	-2.0	14.6%	8.3%
Cc1ccc(NC(=S)N/N=C/c2c(C)nn(-c3ccccc3)c2N2CCCC2)cc1	-7.2%	32.9%	-11.5%	-11.6%	4.7	-3.7	-2.8%	15.4%
COc1cccc(C(=O)Nc2nnc(-c3cccs3)o2)c1	3.4%	-2.7%	-7.1%	-3.6%	-1.7	-2.0	?	-4.9%
COc1ccccc1NS(=O)(=O)c1ccc(-c2cnc(C3CC3)o2)cc1	-1.7%	-12.8%	-18.9%	6.9%	2.4	0.1	3.3%	-13.5%
COCCSc1ccccc1C(=O)Nc1nccs1	-3.6%	-11.3%	11.8%	-13.4%	·	-0.7	-10.4%	5.3%
Cc1ccc(C(=O)Nc2ccccc2N2CCCC2)cc1	2.2%	-5.6%	-22.1%	?	2.8	-0.4	5.0%	-2.6%
CCOCCc1nnc(NC(=O)C2CC(=O)N(c3ccc(OCC)cc3)C2)s1 (stereo not given)	-6.4%	11.0%	-3.0%	-15.5%	-2.1	-4.4	6.9%	7.2%
COc1ccc(OCC(O)CNC(=O)c2ccc(OC)cc2)cc1 (stereo not given)	4.5%	3.7%	-2.1%	?	-0.2	-1.5	19.0%	-4.4%
C/C(=N\NC(=O)C(=O)Nc1cccc(C(F)(F)F)c1)c1ccc(Cl)s1	5.5%	-12.5%	-8.8%	-3.4%	-0.1	-1.7	19.7%	4.8%
O=C(O)c1ccc2c(c1)C1C=CCC1C(c1cc3c(cc1Br)OCO3)N2 (stereo not given)	1.4%	-35.8%	-7.0%	?	3.2	0.4	-62.7%[inhibitor]	1.4%
COc1ccc(CNC(C)C(=O)Nc2ccc3ccccc3c2)cc1OC (stereo not given)	-0.2%	8.9%	-6.2%	-4.2%	4.6	4.3	-19.9%	2.5%
CN1C(=O)C(CC(=O)N2CCN(C(c3ccccc3)c3ccccc3)CC2)N(C)C1=O (stereo not given)	6.1%	-3.4%	0.0%	-10.4%	-3.0	-1.4	-8.1%	14.9%
COc1ccccc1C(=O)Nc1nnc(SCC(=O)NC2CCCC2)s1	5.4%	10.7%	-15.1%	-13.3%	1.8	-0.9	0.2%	1.6%
COCCCNC(=O)Cn1cnc2sc(C)c(S(=O)(=O)N3CCN(c4ncccn4)CC3)c2c1=O	9.5%	11.6%	-6.3%	-5.9%	1.1	0.5	14.2%	5.8%
CCCOc1ccccc1C1CC(=O)Nc2cc3c(cc21)OCO3 (stereo not given)	-8.2%	7.8%	-6.1%	1.1%	-1.5	0.1	-6.0%	9.5%
